High-throughput results as filed in PubChem.
hcDAF12 agonist = H. contortus DAF-12 activation, primary screen. HEK293 hcDAF-12 lit1-tk-luc reporter, luminescence; 0% DMSO, 100% Δ7-dafachronic acid. AID 652067. activation, % at 6.8 µM. 370,000 tested, 1.4% active;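 active means activation above the mean of all tested compounds plus 3 SD, cut at about 5.5% in these data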;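 further: 100% = response to 3 µM Δ7-dafachronic acid high control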
PLCg1 inh = PLC-gamma1 (human) inhibition, primary screen; inhibition, % at 12.2 µM; AID 720700; purified PLC-gamma1, fluorogenic substrate, fluorescence; 370,000 tested, 0.84% active; in the data active means inhibition above about 9.5%
DAX1 inh-1 = inhibits human nuclear receptor DAX1 | P51843 | HEK293 Gal4-DAX1 luciferase reporter, luminescence | inhibition, % at 6.75 µM | 340,000 tested, 0.99% active | AID 504766;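 active means inhibition above the mean over all tested compounds plus 3 SD, cut at about 4.2% in these data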;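 further: 0% = DAX1-transfected cells with DMSO and 100% = empty-vector control cells with DMSO; inhibition shows as a rise in luminescence from relieved DAX1 repression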
Target sequence (P51843 207-470 limits assumed): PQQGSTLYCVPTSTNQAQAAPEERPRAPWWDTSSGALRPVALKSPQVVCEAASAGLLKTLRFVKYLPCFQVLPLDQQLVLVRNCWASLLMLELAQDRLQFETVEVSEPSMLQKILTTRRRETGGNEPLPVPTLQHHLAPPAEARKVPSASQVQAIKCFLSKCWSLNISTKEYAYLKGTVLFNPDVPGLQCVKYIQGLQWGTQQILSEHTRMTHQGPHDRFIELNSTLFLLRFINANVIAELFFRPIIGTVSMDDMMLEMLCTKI
DAX1 inh-2 = inhibitors of DAX1 repression of SF-1 activated StAR promoter. HEK293T StAR-luciferase reporter, SF-1/DAX-1 repression relief. inhibition, % at 6.8 µM. 370,000 tested, 1.1% active. AID 652010;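 active means inhibition above the mean over all tested compounds plus 3 SD, cut at about 3.6% in these data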;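 further: 0% = DAX-1 cells with DMSO and 100% = cells lacking DAX-1 with DMSO; higher inhibition means more luminescence from relief of DAX-1 repression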
ADAM17 inh = inhibitors of human ADAM17; recombinant ADAM17, EDANS/DABCYL FRET peptide cleavage; inhibition, % at 6.95 µM; 370,000 tested, 0.83% active; AID 720648;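 active means inhibition above the mean of compounds lying between control limits plus 3 SD, set per campaign, cut at about 8.5% in these data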;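 further: 0% = DMSO-only wells as the low control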
MBD2 DNA inh = MBD2-methylated oligo binding inhibition; inhibition, % at 4.4 µM; Q9UBB5; AID 686964; TR-FRET, MBD2 binding to methylated oligonucleotide; 370,000 tested, 0.31% active; in the data active means inhibition above about 13%
Target sequence (Q9UBB5 whole entry, looked up): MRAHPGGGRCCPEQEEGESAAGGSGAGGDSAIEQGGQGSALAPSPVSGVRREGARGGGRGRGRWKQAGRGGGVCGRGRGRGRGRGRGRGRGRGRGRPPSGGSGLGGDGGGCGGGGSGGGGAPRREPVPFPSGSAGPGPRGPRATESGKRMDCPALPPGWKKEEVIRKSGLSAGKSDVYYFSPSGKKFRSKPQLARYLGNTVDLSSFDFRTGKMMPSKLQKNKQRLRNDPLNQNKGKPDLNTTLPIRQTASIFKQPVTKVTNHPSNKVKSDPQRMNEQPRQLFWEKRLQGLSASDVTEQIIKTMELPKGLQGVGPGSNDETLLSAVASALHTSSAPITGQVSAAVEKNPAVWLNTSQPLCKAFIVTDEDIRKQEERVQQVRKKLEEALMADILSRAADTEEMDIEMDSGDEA
ssDAF12 agonist = activates DAF-12 receptor from parasite S. stercoralis; activation, % at 6.8 µM; HEK293 ssDAF-12/GRIP1 lit1-tk-luc reporter, luminescence; % of 3 µM dafachronic acid response; 370,000 tested, 1% active; AID 652126;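 active means activation above the mean over all tested compounds plus 3 SD, cut at about 0.9% in these data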;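 further: 0% = DMSO-only wells and 100% = 3 µM delta7-dafachronic acid wells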
NR1D1 modulator = modulates human Rev-erb alpha binding to DNA | P20393 | Rev-erbα–FITC-DNA binding, fluorescence polarization, 90 min | activity, % at 10 µM | 370,000 tested, 0.79% active;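 active means activity above about 14%, limit read from the data; passing the limit was not always enough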;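 further: 0% = DMSO wells with 35 nM protein and 100% = DMSO wells with 750 nM protein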
PLCb3 inh = PLC-beta3 (human) inhibition, primary screen | 370,000 tested, 0.18% active | AID 720704 | Purified PLC-beta3, fluorogenic substrate, fluorescence | inhibition, % at 12.2 µM | Q01970; in the data active means inhibition above about 11%;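 further: 0% = median of compound wells on plate and 100% = full blocker control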
SMARCA2 activ = SMARCA2 function activation, primary screen; MG213 cells, MMTV-luciferase reporter, dexamethasone, overnight; activation, % at 9.1 µM; 370,000 tested, 1% active; in the data active means activation above about 7.8%;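 further: 0% = vehicle wells and 100% = reference activator wells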
hgDAF12 agonist = activates the H. glycines DAF-12 receptor ligand-binding domain; HEK293 GAL4-hgDAF12 UAS-luciferase reporter, agonist luminescence; normalized to butyrate control; AID 687014; activation, % at 6.8 µM; 370,000 tested, 1.8% active;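 active means activation above a cutoff set at the mean of all screened compounds plus 3 SD, cut at about 10% in these data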;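 further: 0% = DMSO wells and 100% = sodium butyrate wells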
* marks the source's active call; other numbers are inactive results; . = not tested or not shown.

SMILES | hcDAF12 agonist | PLCg1 inh | DAX1 inh-1 | DAX1 inh-2 | ADAM17 inh | MBD2 DNA inh | ssDAF12 agonist | NR1D1 modulator | PLCb3 inh | SMARCA2 activ | hgDAF12 agonist
O=C(NCc1ccccc1)c1onc(CSc2ccc(F)c(F)c2)c1C(=O)NCc1ccccc1 | 0.4 | 1.5 | -0.9 | -0.4 | 7.2 | -4.7 | -1.2 | 4.8 | 11.3* | -0.6 | 0.4
O=C(NCc1cccnc1)c1cc(C(=O)NCc2cccnc2)cc([N+](=O)[O-])c1 | -1.9 | -0.1 | 1.6 | 0.3 | -3.6 | 0.0 | -1.1 | -6.6 | 2.0 | 1.0 | 0.2
Cn1c(S(=O)(=O)Cc2ccc(Cl)cc2)nc2ccccc21 | -1.5 | 2.7 | 1.4 | 0.4 | -7.5 | -3.6 | -1.9 | 0.3 | -5.2 | -0.8 | -2.6
OC(COc1ccc2ccccc2c1Br)Cn1ccnc1 (stereo not drawn) | -0.6 | 7.0 | -2.3 | -0.3 | 0.1 | -3.1 | -1.6 | 1.0 | 2.4 | -1.6 | -1.0
CC(C)c1c(C(=O)N/N=C/c2ccsc2)nnn1-c1nonc1N | -0.3 | 1.2 | -0.2 | -0.3 | -2.2 | 0.2 | -1.5 | -2.5 | -4.2 | 1.4 | 0.2
S=c1nc(-c2ccccc2Br)[nH][nH]1 | -1.1 | -2.8 | -0.1 | 0.0 | -0.1 | -2.0 | -1.9 | -2.7 | -0.8 | -1.2 | -0.8
CCOc1ccc(C(=O)Nc2ccc(NC(=O)c3cccs3)cc2)cc1[N+](=O)[O-] | 1.6 | 4.8 | -0.8 | 0.4 | -3.9 | -5.6 | -1.5 | -9.2 | 2.2 | 0.2 | -1.9
O=C(C[C@H]1C[C@@H]2c3cc(NC(=O)c4ccc5c(c4)OCO5)ccc3O[C@@H]2[C@H](CO)O1)NCc1cc(F)ccc1F | -1.8 | 3.2 | 1.1 | -0.6 | 6.3 | -4.0 | -1.6 | -2.0 | 2.1 | -2.8 | -3.1
COc1ccccc1CN1CCNC(=O)C1CC(=O)N(C)CC1CCOCC1 (stereo not drawn) | -1.3 | -4.0 | 0.7 | -0.5 | -5.2 | 1.6 | -1.1 | 4.4 | -3.9 | -0.6 | -1.2
C=CCNc1oc(Cc2cccc3ccccc23)nc1C#N | -1.2 | -3.9 | 0.5 | -0.8 | -1.9 | -5.1 | -1.3 | 1.8 | -2.5 | -1.2 | -2.6
COc1cc(C)c(C(C)C)cc1S(=O)(=O)NC1CC(C)(C)NC(C)(C)C1 | -0.1 | -0.8 | 1.9 | 0.1 | -4.5 | -1.8 | -2.0 | -6.6 | -4.3 | 1.1 | 1.6
Cc1ccc(S(=O)(=O)N(CC(O)CN2CCCC2)c2ccccc2)cc1 (stereo not drawn) | -0.1 | -1.9 | 0.6 | 0.8 | 4.5 | -1.0 | -0.4 | 2.7 | 1.8 | -2.8 | -1.3
Cc1cc(C)[n+]2[nH]c(N)c(N=Nc3ccccc3)c2n1 | -1.5 | 4.9 | 1.0 | -0.3 | 2.5 | -9.4 | -0.3 | 1.0 | -1.9 | 0.7 | 1.6
Cc1ccccc1-c1nc(-c2ccc(Br)o2)no1 | 17.2* | 0.5 | 3.9 | 0.8 | 0.8 | 0.0 | 2.3* | 1.0 | -2.5 | 6.5 | 10.4
O=C(O)C1CCN(c2ccc(S(=O)(=O)N3CCCCC3)cc2[N+](=O)[O-])CC1 | -0.5 | 1.8 | 0.0 | 1.5 | -32.8 | -8.5 | -1.2 | 11.3 | -6.8 | -2.2 | 0.0
Cc1ccc(NS(=O)(=O)c2ccc(C(=O)Nc3nncs3)cc2)cc1 | 0.5 | 1.1 | -1.7 | -0.4 | -8.9 | -0.8 | -1.5 | 7.3 | -2.3 | -2.3 | -4.0
Cc1nnc(NC(=O)c2ccc3nccnc3c2)s1 | 0.8 | -4.1 | 0.9 | 4.2* | -2.1 | -2.0 | -0.8 | -1.8 | -3.5 | 0.9 | 4.7
O=C(CN1CCc2ccccc2C1)Nc1ccc(F)cc1 | -0.8 | -1.1 | 4.2* | 0.1 | -3.7 | -1.1 | -1.4 | -0.6 | -0.6 | 1.3 | 0.6
C=CCn1c(=NC(=O)c2ccc(S(=O)(=O)N3CCCc4ccccc43)cc2)sc2cc(S(N)(=O)=O)ccc21 | -1.6 | -39.6 | -1.6 | 0.0 | -0.8 | 3.2 | -1.4 | -1.7 | -50.4 | -2.3 | -1.5
COc1ccc(CCNC2CCC(c3ccccc3)CC2)cc1 (stereo not drawn) | -2.4 | 2.0 | 0.6 | 0.4 | 2.7 | 1.3 | -1.1 | -0.5 | -5.0 | 0.3 | 0.0
CCC1(CC)C(C#N)C(=O)NC(=O)C1C#N (stereo not drawn) | 0.1 | -1.3 | -1.1 | 0.1 | -2.7 | 4.8 | -0.9 | 4.2 | -1.0 | -3.5 | -0.5
COc1ccc(C(=O)CN2C(=O)NC3(CCCCCC3)C2=O)c(OC)c1 | -0.9 | 3.2 | -0.8 | 1.6 | -3.3 | 0.9 | -0.8 | 4.1 | -2.8 | 1.0 | 1.2
CC1(C)OC(=O)C(=CNC(CCC(N)=O)C(=O)O)C(=O)O1 (stereo not drawn) | -1.3 | 1.4 | 1.6 | -0.1 | -5.6 | -0.9 | -1.0 | 7.0 | -0.5 | -2.7 | 0.6
Brc1ccc(Oc2nnnn2-c2ccccc2)cc1 | -2.7 | -2.9 | -0.7 | -0.3 | -2.8 | 5.2 | -1.0 | 2.2 | -0.6 | -0.6 | 3.0
CCOC(=O)Cc1csc(NC(=O)CSc2nnc(-n3nc(C)cc3C)c3ccccc23)n1 | -1.0 | 4.8 | -0.3 | -0.7 | -1.9 | 6.9 | -2.0 | -2.5 | 2.9 | -5.4 | -2.1
CC(=O)c1cn(C)c(=O)c2ccccc12 | 1.2 | 0.7 | . | -0.5 | -0.8 | 0.9 | -0.1 | -2.0 | -4.9 | 0.7 | -1.3
CN1CCN(CC2(O)CCN(S(=O)(=O)c3ccc(Cl)cc3)CC2)CC1 | -2.4 | 1.8 | 0.3 | 0.7 | -0.3 | 2.6 | -2.0 | -5.9 | 3.5 | 0.2 | -1.7
O=C(N/C(=C/c1cccs1)C(=O)N1CCCC1)c1ccccc1 | 1.7 | 0.2 | -0.2 | 0.5 | -1.7 | -1.0 | -0.7 | -3.6 | -3.7 | 0.2 | -0.4
O=C1C2CCCN2C(c2ccco2)N1c1ccc(F)cc1 (stereo not drawn) | -1.7 | -2.6 | -0.6 | 0.0 | -3.8 | -3.1 | -1.4 | -3.6 | -4.8 | -0.2 | 1.9
CCc1nnc(NC(=O)CSc2nc3c(C)cccc3[nH]2)s1 | 1.4 | -0.7 | -0.8 | -0.3 | -3.8 | 0.0 | -0.1 | 1.3 | -1.6 | -2.3 | -1.7
Cc1cccn2cc(CNc3ccccc3)nc12 | 5.4 | -4.0 | 3.1 | 1.3 | -2.3 | -1.0 | -0.7 | -1.3 | -4.0 | 2.6 | 5.7
COc1ccc(C(=O)OCCNC(=O)c2ccncc2)cc1OC | -2.0 | 4.1 | -1.1 | 0.5 | -0.4 | -5.8 | -1.5 | 8.0 | 3.8 | -0.2 | -1.0
COc1ccccc1-c1noc(-c2ccccc2C(=O)N2CCOCC2)n1 | -1.5 | 0.3 | -0.1 | 0.4 | -1.1 | 2.1 | -0.9 | -9.2 | 2.3 | -0.9 | -0.8
NS(=O)(=O)c1ccc(CNC(=O)c2csc3c2CCCC3)cc1 | -0.9 | -1.8 | -0.1 | 0.0 | -5.4 | 11.7 | -1.5 | 2.3 | -6.0 | -1.6 | -2.4
CCNc1nc(NC(C)C)nc(SCCOc2ccc(C)cc2)n1 | -1.0 | 6.8 | 2.1 | -0.1 | 7.1 | -1.8 | -1.8 | 1.6 | -3.0 | -1.7 | 0.8
O=C(Nc1ccc(-c2cn3c(n2)SCC3)cc1)c1ccc2c(c1)OCO2 | -0.6 | -11.6 | -0.2 | -0.1 | -5.0 | -1.9 | -1.3 | 3.9 | -8.8 | 2.8 | 2.0
COc1nc(NCC(C)C)nc(Oc2ccc(=O)n(-c3ccccc3)n2)n1 | 1.4 | 1.2 | -0.5 | 1.0 | -6.0 | -4.2 | -0.6 | 1.3 | 1.0 | -0.9 | 2.8
Cc1nn(CC(=O)Nc2ccc(C(=O)N3CCCC3)cc2)c(=O)c2ccccc12 | -1.0 | 0.3 | -1.3 | -1.2 | -3.2 | 0.7 | -0.8 | 6.4 | 0.1 | -1.9 | -1.6
O=C(CCN1C(=O)/C(=C/c2ccccc2F)SC1=S)NCCCn1ccnc1 | 6.5* | -1.2 | -0.3 | -0.4 | -1.1 | -2.6 | -1.2 | -6.7 | -11.3 | -0.8 | 1.0
COc1ccc(NC(=O)c2cnc3ccccn3c2=O)c(OC)c1 | 1.1 | 0.3 | 0.9 | 2.4 | -1.1 | -4.2 | -1.4 | -2.0 | -0.6 | 0.8 | 5.7
COC(=O)C[C@@H]1CC[C@H]2[C@H](COc3ccc(NC(=O)Nc4ccc(Cl)cc4)cc3C(=O)N2C)O1 | -2.8 | 6.6 | . | -1.5 | 2.0 | -7.5 | -1.0 | 6.3 | 5.6 | -2.6 | -0.7
COCC(=O)N1CCC(Oc2ccc(C(=O)NC(C)c3csc(C)n3)cc2)CC1 (stereo not drawn) | -0.3 | 1.5 | 0.0 | 0.1 | -1.6 | -3.1 | -0.8 | 3.4 | -6.2 | -0.3 | 3.4
CCOC(=O)C(NC(C)=O)(Nc1ccc(S(N)(=O)=O)cc1)C(F)(F)F (stereo not drawn) | -1.2 | 0.7 | 1.7 | -0.4 | -0.7 | 1.9 | -1.7 | -2.7 | 1.7 | 4.8 | 0.7
Cc1ccc(C)c(NC(=S)N2CCC(c3nc4ccccc4s3)CC2)c1 | 0.1 | 1.3 | -0.2 | -0.6 | -0.1 | -0.1 | -1.5 | . | 4.0 | -1.7 | 5.5
CC1(C(=O)NCC2CCCCC2)CCN1CCc1ccccc1 (stereo not drawn) | -0.1 | 1.3 | . | 0.3 | -2.5 | -1.2 | -1.6 | -0.7 | 1.1 | -2.0 | -2.1
Cc1cc(C)cc(N(CC(=O)NC2CCC(C)CC2)S(=O)(=O)c2c(C)[nH]c(=O)[nH]c2=O)c1 (stereo not drawn) | -0.6 | -0.9 | 1.6 | 0.8 | -0.9 | -0.7 | -1.5 | -0.5 | -7.2 | 0.9 | 0.9
COc1cc(C(O)P(=O)(OC(C)C)OC(C)C)cc(OC)c1OC (stereo not drawn) | -1.4 | 3.7 | -0.8 | 0.4 | -3.8 | 2.1 | -1.4 | -4.2 | 7.0 | -2.9 | -1.2

A draw from above in order of SMILES length, smallest number first.
SMILES | hcDAF12 agonist | PLCg1 inh | DAX1 inh-1 | DAX1 inh-2 | ADAM17 inh | MBD2 DNA inh | ssDAF12 agonist | NR1D1 modulator | PLCb3 inh | SMARCA2 activ | hgDAF12 agonist
O=C(CN1CCc2ccccc2C1)Nc1ccc(F)cc1 | -0.8 | -1.1 | 4.2* | 0.1 | -3.7 | -1.1 | -1.4 | -0.6 | -0.6 | 1.3 | 0.6
Cc1ccc(NS(=O)(=O)c2ccc(C(=O)Nc3nncs3)cc2)cc1 | 0.5 | 1.1 | -1.7 | -0.4 | -8.9 | -0.8 | -1.5 | 7.3 | -2.3 | -2.3 | -4.0
O=C(Nc1ccc(-c2cn3c(n2)SCC3)cc1)c1ccc2c(c1)OCO2 | -0.6 | -11.6 | -0.2 | -0.1 | -5.0 | -1.9 | -1.3 | 3.9 | -8.8 | 2.8 | 2.0
